OXTR potentiate – human OXTR potentiators, primary screen, fluorescence, CHO-OTR cells, Fluo-8 calcium; Fluo-8 calcium fluorescence, potentiator mode; 0% = oxytocin EC15, 100% = EC100; activation, % at 3 µM; Oxytocin receptor (Homo sapiens), P30559; AID 2445, 2010; 0.061% of 320,000 active;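 active = activation above that plate's cutoff, the mean activation of tested compounds plus 3 SD, cut at about 6.6% in these data, passing the limit was not always enough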;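 also: 100% uses oxytocin at 75 nM as the full agonist control; some results filed as inactive read as strong as hits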
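System: human OTR in CHO cells / Also added: sub-maximal oxytocin, roughly EC15 / Control set: EC15 oxytocin low, 75 nM oxytocin high / Schedule: 6 min compound pre-incubation at room temperature, 100 s kinetic read / Compound: single-point 3.0 µM / Replication: singlicate / Technique: Fluo-8 calcium dye fluorescence / Read-out basis: % activation of max/min ratio relative to oxytocin controls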
M1 ag parental – counter-screen for M1 agonists: effect in parental CHO-K1 cells; activation, % at 3 µM; 0.48% of 360,000 active; Fluo-8 calcium fluorescence; scaled to maximal ATP response, vehicle zero; AID 602248, 2012; in the data active = activation above about 15%;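 also: untransfected CHO-K1 host cells lacking M1 receptor as counterscreen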
CHO parental Ca – ATP-evoked calcium signal inhibitors, parental CHO, primary screen, counter-screen for OX1R antagonist project, cell-based, fluorescence, Fluo-8 calcium dye | 0.63% of 330,000 active | inhibition, % at 5.6 µM | AID 463079, 2010 | parental CHO-K1, ATP-induced calcium, Fluo-8 fluorescence;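 active = inhibition above that plate's mean sample inhibition plus 3 SD, cut at about 26% in these data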;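 also: 0% = ATP-challenged DMSO wells and 100% = DMSO wells without ATP; some compounds past the cut are filed as inactive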
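Assay system: parental CHO cells; Read-out basis: percent inhibition of ATP-evoked calcium rise, normalized to controls; Benchmarks: ATP and no-ATP DMSO wells; Compound dosing: single nominal dose of 5.6 µM per compound; Signal: Fluo-8 calcium dye fluorescence; Also added: ATP as calcium-mobilizing challenge; Repeats: singlicate.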
CHO-K1 Ca antag – M1 antagonist counterscreen hit in parental CHO-K1 cells; ATP-induced calcium, Fluo-8 fluorescence; inhibition, % at 3 µM; 0.6% of 360,000 active; AID 602250;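 active = inhibition above a per-plate cutoff, the plate's mean sample inhibition plus 3 SD, cut at about 24% in these data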;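 also: 0% = DMSO plus EC80 ATP and 100% = DMSO alone without ATP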
TAAR1 agonist – human TAAR1 agonists, primary screen, Fluo-8 calcium fluorescence, CHO RD-HGA16 cells; Trace amine-associated receptor 1 (Homo sapiens), Q96RJ0; vehicle wells 0%, saturating PEA agonist 100%; activation, % at 3 µM; 0.99% of 360,000 active;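 active = activation above the mean activation of all test compounds in the run plus 3 SD, cut at about 38% in these data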
Target sequence (Q96RJ0 whole entry, looked up): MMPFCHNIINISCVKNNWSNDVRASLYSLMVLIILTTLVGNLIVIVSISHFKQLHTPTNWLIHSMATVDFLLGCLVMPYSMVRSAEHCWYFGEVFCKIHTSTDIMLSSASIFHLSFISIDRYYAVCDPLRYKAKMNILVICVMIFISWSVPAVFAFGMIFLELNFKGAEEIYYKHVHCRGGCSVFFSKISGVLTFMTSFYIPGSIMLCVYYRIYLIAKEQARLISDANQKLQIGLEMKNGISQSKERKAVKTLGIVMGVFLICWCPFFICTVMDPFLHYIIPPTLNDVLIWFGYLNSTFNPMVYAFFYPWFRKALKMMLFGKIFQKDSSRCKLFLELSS
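Benchmarks: low control DMSO, high control PEA (EC100); System: CHO RD-HGA16 cells carrying human TAAR1 plus Gα16; Detection: Fluo-8 fluorescence, 5 s baseline then 140 s kinetic read; Schedule: 17-24 h plating, Fluo-8 75 min 37 °C, 30 min RT; Read-out basis: % activation from peak over basal fluorescence ratio, DMSO-to-PEA scaled.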
CHRM1 antagonist – human M1 muscarinic receptor antagonists, primary screen, CHO-K1 cells, Fluo-8 calcium fluorescence, 1536-well; Muscarinic acetylcholine receptor M1 (Homo sapiens), P11229; AID 588852, 2011; 1.3% of 360,000 active; CHO-K1 hM1, ACh EC80 antagonist; inhibition, % at 3 µM;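 active = percent inhibition above its own plate's cutoff, namely the mean of that plate's compound wells plus 3 SD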;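 also: peak over basal fluorescence ratio during 140 s after agonist addition; 0% = ACh EC80 plus DMSO and 100% = DMSO alone without agonist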
Target sequence (P11229 whole entry, looked up): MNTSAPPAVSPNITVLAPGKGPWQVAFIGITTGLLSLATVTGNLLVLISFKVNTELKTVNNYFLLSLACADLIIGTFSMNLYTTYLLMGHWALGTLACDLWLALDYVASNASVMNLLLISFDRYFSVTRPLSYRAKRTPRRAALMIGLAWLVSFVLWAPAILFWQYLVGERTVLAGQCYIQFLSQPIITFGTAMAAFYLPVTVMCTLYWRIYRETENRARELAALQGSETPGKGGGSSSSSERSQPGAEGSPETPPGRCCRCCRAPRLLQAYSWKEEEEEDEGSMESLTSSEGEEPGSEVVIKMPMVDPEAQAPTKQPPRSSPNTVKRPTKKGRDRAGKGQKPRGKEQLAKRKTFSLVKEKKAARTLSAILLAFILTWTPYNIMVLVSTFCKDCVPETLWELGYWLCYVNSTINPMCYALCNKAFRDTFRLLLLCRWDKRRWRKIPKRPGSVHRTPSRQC
CHO-K1 Ca PAM – nonselective calcium activators in parental CHO-K1 cells, primary screen, counter-screen for M1 PAM project, cell-based, Fluo-8 calcium fluorescence, full deck, 1536-well; ATP EC20; 0% at ATP EC20, 100% at ATP max; activation, % at 3 µM; 0.02% of 360,000 active;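 active = activation above the run cutoff, the mean activation of all test compounds plus 3 SD, cut at about 40% in these data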;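 also: peak over basal fluorescence ratio in a 140 s read after ATP addition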
TAAR1 antagonist – human TAAR1 antagonists, primary screen, Fluo-8 calcium fluorescence, CHO RD-HGA16 cells; Trace amine-associated receptor 1 (Homo sapiens), Q96RJ0; 1.5% of 360,000 active; antagonist; AID 624466, 2012; inhibition, % at 3 µM;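 active = inhibition above a per-plate cutoff, the mean inhibition of test compounds on that plate plus 3 SD, cut at about 49% in these data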;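 also: 0% = DMSO plus EC80 beta-PEA response and 100% = DMSO alone without agonist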
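Material: RD-HGA16 CHO cells with stable hTAAR1 and Gα16; Dosing: single nominal final test compound concentration of 3 µM; Schedule: seeding 17-24 h prior, 75-min 37 °C, 30-min RT dye loading; Detection: kinetic Fluo-8 calcium fluorescence measurement; Measure: % inhibition from peak post-agonist over basal fluorescence ratio; Benchmarks: vehicle and agonist controls.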
CHRM1 agonist – human M1 muscarinic receptor agonists, primary screen, Fluo-8 calcium fluorescence, CHO-K1 cells, HTS. activation, % at 3 µM. 0.33% of 360,000 active. CHO-K1 hM1, agonist mode; 0% DMSO, 100% acetylcholine EC100. Muscarinic acetylcholine receptor M1 (Homo sapiens), P11229;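 active = activation above the run's mean compound activation plus 3 SD, cut at about 16% in these data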;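 also: peak over basal fluorescence ratio within a 140 s kinetic read after compound addition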
* = called active by the depositor; / = not tested or not shown.

Each structure is followed by: OXTR potentiate	M1 ag parental	CHO parental Ca	CHO-K1 Ca antag	TAAR1 agonist	CHRM1 antagonist	CHO-K1 Ca PAM	TAAR1 antagonist	CHRM1 agonist
> Cc1ccccc1NC(=O)Cc1nc(COC(=O)CCC(=O)c2ccccc2)cs1
 : -9	1.6	-20	-7	3	15	-14	-9	-4
> CCOc1ccc(-n2c(Cc3cc(=O)[nH]c(=O)[nH]3)nnc2SCC)cc1
 : 1	-0.2	6	-1	10	4	8	4	-3
> N#Cc1ccc(/C=N/NC(=O)c2ccccc2F)cc1
 : -5	0.6	-7	-3	7	-5	20	-3	-5
> Cc1ccc(/C(O)=C/C(=O)C(=O)NNC(=O)C(O)(c2ccccc2)c2ccccc2)cc1
 : -7	-0.5	-10	-3	2	-31	6	-7	1
> CCN(CC(=O)Nc1ccc(NC(C)=O)cc1)CC(=O)Nc1cccc(Cl)c1
 : -4	0.7	0	-6	6	-9	-3	-6	-4
> Cc1ccc(C2NC(=O)c3c(sc(C)c3C)N2)c(O)c1 (stereo not given)
 : -4	-0.2	9	-14	2	-10	7	-3	1
> CSc1ccc(NC(=O)Nc2cccn(Cc3ccccc3)c2=O)cc1
 : -14	8.2	-1	-2	2	3	14	42	-3
> Cc1ccc(-c2csc(C(C)(O)c3cccc(F)c3)n2)cc1C (stereo not given)
 : /	5.5	/	9	0	-5	5	-6	-3
> NC(=O)C1(N2CCCCC2)CCN(C(=O)NC23CC4CC(CC(C4)C2)C3)CC1
 : 3	-0.2	-1	-5	4	-8	13	-7	-4
> CC(=O)N1CCc2cc(S(=O)(=O)NC(CC(C)C)C(=O)N3CCn4c3nc3ccccc34)ccc21 (stereo not given)
 : -3	-0.1	-14	-4	12	-6	11	-14	-5
> CC(=O)N1N=C(c2cccs2)CC1c1ccco1 (stereo not given)
 : 0	0.5	-9	-1	5	-8	11	5	-10
> C=CCn1c(-c2sccc2C)n[nH]c1=S
 : 0	0.6	-9	-11	2	-8	26	-7	-5
> O=C(CSc1nnc(-c2ccncc2)n1Cc1ccccc1)Nc1nccs1
 : -7	-0.2	-22	-8	4	-15	-4	-18	-2
> CCOc1ccccc1CN1CCNC(=O)C1CC(=O)NC1CCCCCCC1 (stereo not given)
 : -14	0.0	-25	-7	2	0	18	-14	-4
> O=C(CSCc1c(F)cccc1Cl)Nc1cccnc1
 : -6	0.3	-4	-5	1	-7	12	-10	-3
> Cc1ccc(C(=O)Nc2ccc(C(=O)O)cc2)cc1S(=O)(=O)Nc1cccc([N+](=O)[O-])c1
 : -5	0.7	3	1	5	-3	2	-5	-4
> N#CCC(=O)N/N=C/c1cn(Cc2cccc3ccccc23)c2ccccc12
 : -3	1.9	5	-9	0	2	19	-16	0
> COc1cccc(C(c2cccc(OC)c2)c2ccccc2C(=O)O)c1
 : /	0.1	/	-4	3	-13	0	-17	-2
> Cc1ccccc1OCC(=O)OC(C(=O)c1ccccc1)c1ccccc1 (stereo not given)
 : -19	-0.2	8	4	1	-12	12	12	-9
> COc1ccc2c(c1)OC(O)(C(F)(F)F)CC2=O (stereo not given)
 : -1	-0.4	-5	-13	1	-21	-3	5	-2
> O=C(O)C1CCCCC1C(=O)Nc1ccc2c(c1)OCCO2 (stereo not given)
 : -1	0.2	-6	-12	14	-16	14	-2	-4
> COc1ccccc1C(CNC(=O)C(CCSC)NS(=O)(=O)c1ccccc1F)N1CCCC1 (stereo not given)
 : 6	0.2	-22	3	1	-4	13	-21	-7
> COc1ccc2sc(-c3ccc(S(C)(=O)=O)cc3)c(C#Cc3cncn3C)c2c1
 : -8	3.0	-4	-13	19	13	2	48	-10
> Cc1cccc(N2CCN(C(=O)C3CCN(S(=O)(=O)c4c(C)noc4C)CC3)CC2)c1C
 : -13	0.9	-4	-10	4	-14	3	-29	-2
> COc1cccc(C(=O)NC(=S)Nc2ccc(Cl)c(C(=O)O)c2)c1
 : -6	-0.2	-8	-5	2	-25	9	-17	-2
> Cc1ccc(C)c(CSc2ccc3nnc(-c4ccccn4)n3n2)c1
 : -6	4.1	-17	4	20	17	8	19	5
> Cc1cc(SCC(=O)c2cccs2)n2nc(C)c(-c3ccc(Cl)cc3)c2n1
 : -4	-1.1	-10	16	0	-12	0	-6	0
> Cc1ccc(CNC(=O)CCNS(=O)(=O)c2ccc(Br)s2)cc1
 : -1	0.3	-16	4	5	7	-3	5	-3
> Cc1nc2ccccc2c(=O)n1-c1cccc(NS(=O)(=O)c2ccccc2)c1
 : -5	1.6	-25	-4	0	-5	16	-12	1
> CC1=Nn2c(nc3sc4c(c3c2=O)CCCC4)SC1
 : -6	0.4	-26	-9	5	-15	24	-7	-6
> Cc1c(Cl)cccc1-c1ccc(C(=O)N2CCN(c3ccc([N+](=O)[O-])cc3)CC2)o1
 : -29	0.0	-5	-2	3	-7	21	-9	-3
> O=C(NCC(=O)N1CCCC1)c1ccc(Br)cc1
 : -15	0.8	-1	-8	2	-9	12	-4	-4
> CN1CCCC(OC(=O)c2cc(Cl)cc(Cl)c2)C1 (stereo not given)
 : -9	1.3	-1	-8	8	-7	8	-46	-7
> O=C(NCc1ccccn1)C1CCN(S(=O)(=O)c2ccccc2F)CC1
 : -2	1.2	-4	-11	12	-16	24	-2	-4
> Cc1ncc([N+](=O)[O-])n1CCOC(=O)c1ccc(Cl)cc1Cl
 : -3	0.7	-15	1	-3	6	11	-15	-2
> O=C(NC(Cc1cccc(F)c1)C(=O)O)C1CCCCC1 (stereo not given)
 : 8.1*	-0.3	3	3	-1	-9	4	9	-3
> COc1ccc2c(c1OC)C(=O)N(c1ccc3c(c1)CCC3)C2=O
 : -6	0.3	-8	-8	8	-4	8	2	-5
> CCCCc1cc(=O)oc2cc(OCC(=O)Nc3ccccn3)ccc12
 : -2	0.1	-5	4	1	-8	3	-29	-2
> CCNc1sc(S(C)(=O)=O)nc1S(=O)(=O)c1ccc(Cl)cc1
 : -11	12	-21	2	12	-2	13	7	-5
> CCn1c(CSc2nnc(-c3ccncc3)n2C)nc2cc(C(=O)O)ccc21
 : -5	0.1	-13	-3	2	-5	-4	0	0
> Cn1c(NCCN2CCOCC2)nc2c1c(=O)n(Cc1cccc(Cl)c1)c(=O)n2C
 : -7	0.4	-16	-7	5	1	4	0	-5
> CCOc1cc(C(=O)NCc2ccc3c(c2)OCO3)cc(OCC)c1OCC
 : -5	0.6	-11	20	5	1	-28	-5	0
> Cc1cccc(C)c1N1CCN(C(=O)c2ccc3c(c2)OCO3)CC1
 : -10	0.6	-11	17	4	-1	3	8	-1
> Cc1ccc(S(=O)(=O)N2C[C@H]3[C@H]4C(=O)N(c5ccccc5)C(=O)[C@H]4C[C@H](OC(=O)Nc4cccs4)[C@@]3(O)C2)cc1
 : /	-0.2	/	-3	3	-7	-8	-5	3
> NS(=O)(=O)c1ccc(-c2ccc(/C=N/NC(=O)c3ccc([N+](=O)[O-])cc3)o2)cc1
 : -4	0.1	-1	7	1	-22	-14	-1	0
> COc1ccc(OCC(=O)Nc2ccc3nc(C)sc3c2)cc1
 : 0	2.1	-9	-13	0	-6	8	-20	-1
> O=C(c1ccc(Cl)cc1)c1cnc(Nc2ccccc2)s1
 : 6	0.1	-10	2	2	-3	15	-13	-6
> CCCc1cc(C(=O)N(C)CC(=O)Nc2ccc(OCC)c(OCC)c2)sc1C
 : -1	-0.6	-1	16	-2	-11	-11	-31	1
> Cc1ccc(CN2C(=O)c3ccccc3NC2c2ccccn2)cc1 (stereo not given)
 : 4	0.9	-6	-16	0	-3	21	14	-12
> Cn1c(=O)c2c(nc(Cc3ccccc3)n2C)n(C)c1=O
 : -2	-0.2	-11	-10	5	-21	-7	-8	-3
> OCCC1CN(Cc2ccn[nH]2)CCN1Cc1ccc(F)c(F)c1 (stereo not given)
 : 0	3.5	-3	-9	0	-11	11	-5	-2
> O=C(c1ccc2nc(N3CCCCC3)sc2c1)N1CCN(Cc2ccc3c(c2)OCO3)CC1
 : -9	2.3	-17	-3	2	-16	26	-6	-9
> Cc1ccc(CN2C(=O)C(Cc3ccccc3)Nc3ncnc(N4CCN(c5ccccc5)CC4)c32)cc1 (stereo not given)
 : -11	-0.1	-36	-15	-2	8	5	-9	-6
> Cc1ccc(S(=O)(=O)N(C)C[C@@H]2OCCCC[C@H](C)Oc3ccc(NC(=O)Nc4ccc(F)cc4)cc3C(=O)N([C@H](C)CO)C[C@H]2C)cc1
 : /	-0.7	/	26*	3	0	-8	-19	-4
> COc1cc(NC(=O)C23CC4CC(C2)CC(n2nnc(C)n2)(C4)C3)c(OC)cc1Cl
 : -4	2.4	-2	-3	9	-6	4	-12	-1
> CC1CC(C)CN(CCCNC(=O)c2ccc(CS(=O)(=O)Cc3cccc(Cl)c3)o2)C1 (stereo not given)
 : -4	-0.3	5	-11	2	-10	-1	-36	-5
> O=C(O)c1ccc(-n2nc(C(F)(F)F)c3c2-c2ccoc2CC3)cc1
 : -7	0.4	2	12	4	2	-6	-3	-6
> O=C(c1ccc(Cl)c(NC2=NC3CS(=O)(=O)CC3S2)c1)N1CCN(c2ccc(F)cc2)CC1 (stereo not given)
 : -6	0.7	-13	7	1	-9	15	-6	-2
> CC(=O)Nc1ccc(NC(=O)C2Cc3c(-c4ccc5c(c4)OCO5)ccnc3O2)cc1 (stereo not given)
 : /	0.4	/	-12	0	3	14	-3	-3
> COC(=O)C1CCN(C(=O)COC(=O)c2cccc(NS(=O)(=O)c3ccccc3)c2)CC1
 : 1	2.2	-9	-9	5	-17	4	-21	-2
> CCN(CC)CCn1c(=S)[nH]c2cc(C(=O)NCc3ccc(C)cc3)ccc2c1=O
 : -6	-0.3	-22	-6	2	-3	7	-16	-5
> CCOc1ccc(C(C)NC(=O)C2CCCC2)cc1 (stereo not given)
 : -8	1.4	-5	-11	2	-10	8	-1	-7
